# Screening data as filed in PubChem.
# N-glyco inh – increase of ERlucT glycosylation luciferase signal, primary screen, N-linked glycosylation inhibitor project, D54 ERlucT cells, luminescence, set 2. D54 ERlucT glycosylation luciferase reporter, 24 h; percent of 100 nM tunicamycin response. reporter increase, % at 12.5 µM. 360,000 tested, 0.23% active. AID 588692, 2011;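 active = mean luciferase reporter signal, scaled so untreated is 0 and the glycosylation-blocking control 100, at or above a set limit in every replicate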;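 also: luciferase carries N-glycosylation sites so blocking glycosylation raises the light; 0% = median of neutral control wells and 100% = median of 100 nM tunicamycin wells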
# m5-HT2A agonist – mouse Htr2a agonists via beta-arrestin recruitment, primary screen, cell-based, luminescence. 360,000 tested, 0.66% active. activation, % at 7.6 µM. AID 624169, 2012. CHO-K1 mHTR2A beta-arrestin complementation; percent of 30 µM serotonin response;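 active = activation above a run cutoff, the mean activation of all tested compounds plus 3 SD, cut at about 14% in these data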;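 also: 0% = plate median of compound wells and 100% = 30 µM serotonin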
# Target sequence (P35363 whole entry, looked up): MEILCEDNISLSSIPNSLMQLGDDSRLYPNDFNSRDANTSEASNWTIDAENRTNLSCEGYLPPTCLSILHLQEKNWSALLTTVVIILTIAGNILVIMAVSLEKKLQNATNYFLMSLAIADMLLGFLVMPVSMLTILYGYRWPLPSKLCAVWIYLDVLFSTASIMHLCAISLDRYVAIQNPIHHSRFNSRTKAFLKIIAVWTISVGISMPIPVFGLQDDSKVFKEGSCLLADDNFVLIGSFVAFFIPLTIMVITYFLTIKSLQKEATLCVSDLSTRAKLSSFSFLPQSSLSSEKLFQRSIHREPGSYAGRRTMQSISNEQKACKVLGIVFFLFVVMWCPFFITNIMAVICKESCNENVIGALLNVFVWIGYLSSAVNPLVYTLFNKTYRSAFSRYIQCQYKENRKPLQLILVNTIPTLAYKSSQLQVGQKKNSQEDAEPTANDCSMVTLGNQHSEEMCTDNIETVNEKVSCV
# ABHD5 PLIN5 PPI – ABHD5-PLIN5 interaction inhibitors, primary screen, cell lysate, split luciferase complementation, luminescence. Split G. princeps luciferase complementation, 4 h. inhibition, % at 4 µM. 360,000 tested, 0.78% active. AID 602281, 2012;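 active = inhibition above the mean inhibition across every tested compound plus 3 SD, cut at about 22% in these data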;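 also: 0% = DMSO only wells and the 100% control is not disclosed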
# MC4R antagonist – MC4R antagonists of cAMP signaling, primary screen, cell-based, TR-FRET, antagonist arm of biased-ligand search | 360,000 tested, 0.48% active | inhibition, % at 6.5 µM | MC4R-expressing cells, MTII-stimulated cAMP, LANCE TR-FRET | AID 540295, 2011;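 active = inhibition above its plate's cutoff, the mean of tested wells on that plate plus 3 SD, cut at about 29% in these data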;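 also: 0% = Melanotan II alone and 100% = Melanotan II plus saturating MCL0020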
# Target sequence (P32245 whole entry, looked up): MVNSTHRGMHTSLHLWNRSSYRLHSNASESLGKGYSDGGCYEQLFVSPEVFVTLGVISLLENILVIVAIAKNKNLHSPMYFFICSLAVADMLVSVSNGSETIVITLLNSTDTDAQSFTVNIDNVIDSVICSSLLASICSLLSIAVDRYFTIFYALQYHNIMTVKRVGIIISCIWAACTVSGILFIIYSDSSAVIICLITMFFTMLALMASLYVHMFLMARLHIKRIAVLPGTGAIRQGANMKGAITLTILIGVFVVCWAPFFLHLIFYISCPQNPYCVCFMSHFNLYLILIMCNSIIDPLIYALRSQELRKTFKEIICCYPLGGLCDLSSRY
#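 Assay system: U2OS-MC4R stable cell line; Also added: Melanotan II; Technique: Eu-cAMP/anti-cAMP TR-FRET, emission 671 nm; Times: 30-min compound, 1-h challenge, 1-h detection, room temperature.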
# Granule exo inh – LAMP-1 surface exposure blockers, TALL-104 cells – cell-based, flow cytometry, MLPCN library, primary screen | TALL-104 LAMP-1 surface exposure; cells stimulated with thapsigargin and PMA | inhibition, % at 10 µM | 360,000 tested, 0.66% active;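 active = inhibition above about 55%, limit read from the data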
# PDI inh – inhibitors of human PDI, primary screen, biochemical, turbidity, single point, plate reader. inhibition, % at 10 µM. 350,000 tested, 0.052% active. PDI insulin aggregation turbidity, A650, 90 min;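 active = mean inhibition across replicates of 30% or more, whatever share of single replicates reach that level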;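 also: absorbance from insulin aggregation driven by PDI reduction with DTT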
# CaV13 ICDI inh – Primary screen for inhibitors of IQ motif and Ca2+-dependent inactivation inhibitor domain binding in CACNA1D, Förster resonance energy transfer in living cells, …; inhibition, % at 12.3 µM; 340,000 tested, 0.098% active; HEK cells, CFP/YFP FRET ICDI-IQ, plate reader, 10 min; percent FRET-ratio fall versus neutral wells;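 active = mean replicate inhibition of at least 30% and at least 1% of replicates passing that level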;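 also: 0% = median of the neutral control wells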
# H9c2 protect – cardioprotection against H2O2-induced cell death, primary screen, uHTS, H9c2 cells, ATPLite luminescence | AID 588492, 2011 | protection from H2O2 cell death, % at 20 µM | H9c2 cardiomyocytes, H2O2 injury protection, 2 h | 360,000 tested, 0.63% active;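 active = compounds giving at least 50% protection of heart cells from peroxide-induced death in the single-dose screen, raw or plate-pattern-corrected value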;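 also: 0% = DMSO wells with peroxide and 100% = DMSO wells without peroxide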
# MC4R barr agon – MC4R agonists recruiting beta-arrestin, primary screen, cell-based, luminescence, agonist arm of biased-ligand search; AID 540308, 2011; Melanocortin receptor 4 (Homo sapiens), P32245; activation, % at 8.9 µM; U2OS MC4R beta-arrestin complementation; percent of melanotan II response, DMSO zero; 360,000 tested, 0.98% active;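 active = activation above a per-plate cutoff, the mean activation of sample wells on that plate plus 3 SD, cut at about 8% in these data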
# ABCB6 inh MLPCN – ABCB6 transporter inhibitors, primary screen, K562-ABCB6 cells, flow cytometry, MLPCN library; 360,000 tested, 0.19% active; K562-ABCB6 porphyrin accumulation, 1 h; stronger effect = lower value; fluorescence ratio to DMSO, % at 10 µM;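 active = fluorescence ratio to DMSO below 75%, the collection mean minus 3 SD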;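 also: signal is porphyrin accumulated inside mitochondria; 100% equals median channel fluorescence of DMSO control wells; lower ratio means ABCB6 inhibition with less porphyrin fluorescence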
# Active calls of the source: *; nt = not tested or not shown.
SMILES,N-glyco inh,m5-HT2A agonist,ABHD5 PLIN5 PPI,MC4R antagonist,Granule exo inh,PDI inh,CaV13 ICDI inh,H9c2 protect,MC4R barr agon,ABCB6 inh MLPCN
COc1ccc(NC(=O)CSc2nc3ccsc3c(=O)n2CCC(=O)O)c(OC)c1,1,9,-2,12,-1,5,-16,1,-3.3,101
CCOC(=O)N1CCN(C(=O)c2ccc3c(=O)n(CCC4=CCCCC4)c(=O)[nH]c3c2)CC1,-1,-1,0,4,2,-8,-5,2,-2.0,95
CCOC(=O)N1CCC(N2CCN(Cc3ccccc3)C(CCO)C2)CC1 (stereo unspecified),4,11,0,15,-3,-1,-4,2,-2.1,100
C(=N\n1cnnc1)/c1cccnc1,0,4,2,-1,0,0,-3,4,-1.2,92
COC(=O)C1N[C@@H]([C@@H](NC(=O)COc2ccccc2)C(=O)Nc2ccc(OC)cc2)SC1(C)C (stereo partly specified),1,4,-2,0,-9,-7,-5,4,-1.8,95
COCC(=O)N1CCC(Oc2ccc(C(=O)NCc3cc(C)n(C)n3)cc2)CC1,1,0,-4,2,10,1,-6,5,-2.1,94
O=C(Nc1ccc(N2CCOCC2)cc1)C1CCCCN1S(=O)(=O)c1ccccc1 (stereo unspecified),0,-2,-2,16,-3,-1,-3,-3,-0.2,99
O=C(NCCCCNC(=O)c1ccc(Br)cc1)c1ccc(Br)cc1,-1,-5,4,13,-6,-2,-3,8,0.2,103
O=C(COC(=O)CNC(=O)C1CCCCC1)Nc1cc(C(F)(F)F)ccc1Cl,1,-2,-10,24,-2,0,-5,-1,-0.1,98
COc1ccccc1CNC(=O)CSc1nc2nc(C)cc(C)n2n1,-1,-4,-4,5,-1,2,-10,1,0.8,91
CC(C)Oc1ccc(Cl)cc1Nc1nc(NCCO)nc(N2CCCC2)n1,8,8,0,5,7,1,-5,12,-1.6,98
CC(C)NC(=O)CC1C(=O)N(Cc2ccccc2)C(C)c2nc3ccccc3n21 (stereo unspecified),4,2,1,4,-1,-11,0,3,-1.4,102
Cc1c(C(=O)OC2CCC(C)CC2)[nH]c2c1C(=O)CCC2 (stereo unspecified),-11,-1,-3,3,5,nt,-3,-15,-0.2,101
O=C(O)CCc1nc(-c2ccc(Cl)cc2)no1,1,2,-2,-2,-2,-4,-7,10,-0.7,90
O=C(COC(=O)CNC(=O)c1ccccc1)Nc1ccc(F)c([N+](=O)[O-])c1,-1,0,-6,14,0,-9,-1,3,-1.3,97
COc1ccc(NC(=O)C2CCCN2S(=O)(=O)c2cccs2)c([N+](=O)[O-])c1 (stereo unspecified),0,0,-3,16,-4,0,-6,-3,-2.0,93
COc1ccc(CCNC(=O)CN(c2ccc(OC)c(OC)c2)S(C)(=O)=O)cc1OC,1,3,1,4,8,-6,-5,-5,0.9,100
Cc1cccc(NC(=S)N(CCN(C)C)Cc2cc3cccc(C)c3[nH]c2=O)c1,2,-2,10,10,1,-2,-5,11,0.0,102
Cc1cc2oc(=O)cc(CN3CCN(Cc4ccccc4)CC3)c2cc1O,1,-10,-13,6,-4,1,-19,0,-1.7,98
CCC(=O)N1CCN(c2ccccc2NC(=O)Cc2ccc(Cl)cc2)CC1,1,-1,4,-6,-2,-5,nt,7,-2.3,98
O=C(/C=C/c1ccccc1O)c1ccccc1,8,2,29*,5,0,4,-5,0,0.5,99
COc1ccc(CCNS(=O)(=O)c2c(C)[nH]c(C)c2C(=O)N2CCCCC2)cc1OC,-1,3,-4,6,-2,0,-13,-2,-2.7,90
COc1ccc(CCNC(=O)C2CCCN(c3nc(C)cc(C)n3)C2)cc1 (stereo unspecified),-1,1,7,6,0,-1,-3,4,0.0,119
COc1ccc(-c2ccc(C(=O)NCCc3ccccc3)c3occc23)c(C)c1,0,-5,-6,13,-2,11,-4,-16,-0.6,79
Cc1ccc(N(CCC#N)C(=O)COC(=O)c2nc3nc(C)cc(C)n3n2)cc1,1,-1,5,5,-1,1,-5,3,-3.3,94

# Records above printed as active in ABHD5 PLIN5 PPI.
Molecule	N-glyco inh	m5-HT2A agonist	ABHD5 PLIN5 PPI	MC4R antagonist	Granule exo inh	PDI inh	CaV13 ICDI inh	MC4R barr agon	ABCB6 inh MLPCN
O=C(/C=C/c1ccccc1O)c1ccccc1	8	2	29*	5	0	4	-5	0.5	99

# Next section.
SMILES,N-glyco inh,m5-HT2A agonist,ABHD5 PLIN5 PPI,MC4R antagonist,Granule exo inh,PDI inh,CaV13 ICDI inh,H9c2 protect,MC4R barr agon,ABCB6 inh MLPCN
Cc1ccc(C(=O)c2oc3ccccc3c2NC(=O)c2cc(-c3ccccc3O)n[nH]2)cc1,-8,-1,1,5,-4,-5,-5,-1,5.3,95
COCCCC1CCN(Cc2nc(Cc3ccccc3Cl)no2)CC1,1,2,-1,5,0,-14,-2,-6,-2.4,96
Cc1noc(C)c1COc1ccc(C(=O)Nc2cccnc2)cc1,2,-1,-2,-6,-2,-2,3,4,-0.6,90
CC(C)(C)SCCNS(=O)(=O)c1ccc(Cl)cc1,0,-3,-3,20,-2,5,-5,-3,4.3,96
COc1cc(/C=C/C(=O)OCC(=O)NCc2cccs2)ccc1OCC#N,7,-1,1,-5,-2,5,-3,0,0.3,98
CC(C)=CCC/C(C)=C/CNC(=O)C[C@H]1C[C@H](C(=O)N(C(C)C)C(C)C)[C@@]2(C)c3[nH]c4cc(CCC(=O)N(C)C)ccc4c3CCN2C1=O,2,5,14,11,19,1,-6,-13,5.9,104
Cc1ccc(OCC(=O)Nc2ccc3oc(=O)ccc3c2)cc1,0,-2,2,10,8,16,-3,2,-0.5,97
CCc1ccc(NC(=O)CSc2nnc(SCC(=O)Nc3ccc(CC)cc3)n2N)cc1,12,1,1,3,1,-11,-5,-11,0.2,104
CC1CC(NC(=O)c2ncn[nH]2)CC(C)(C)C1 (stereo unspecified),0,0,-3,0,-2,-25,nt,-4,-1.7,99
COP(=O)(OC)c1nc(-c2cccc3ccccc23)oc1NCCc1ccccc1,-1,-1,7,-1,1,-7,-4,6,2.3,94
CC(C)N1CCC1(C)C(=O)Nc1ccccc1OC(F)F (stereo unspecified),-1,4,-2,1,-1,9,-8,6,2.8,95
CCC(Sc1nc2cc3c(cc2c(=O)n1Cc1ccco1)OCO3)C(=O)Nc1cccc(OC)c1 (stereo unspecified),2,0,-4,8,-2,3,-4,12,1.5,92
CN1C(C(=O)NCC2CC2)CC2Cn3c(nc4ccccc43)C21 (stereo unspecified),3,8,0,2,-2,10,-10,17,-1.8,102
CCN=C1NN=C(c2ccc(C)cc2)CS1,-4,-6,-22,3,-2,-5,-7,-8,-0.1,101
COc1ccc(CN2C(=O)C(CC(=O)NC3CCCC3)CC(C(=O)N(C(C)C)C(C)C)=C2C)cc1 (stereo unspecified),0,0,2,-1,-3,-2,-6,0,0.5,97
Cn1cc(Br)c(C(=O)n2cc(Br)cn2)n1,0,-2,-2,28,-1,5,-5,2,-2.2,98
CN(C(=O)c1cccc(NC(=O)Cc2ccc(NC(=O)C3CCN(C(=O)c4ccccc4)CC3)cc2)c1)C1CC1,1,-2,-3,13,-3,-4,-5,6,-2.8,103
COc1ccc(Cl)cc1NC(=O)CN(C)C(=O)Cn1c(=O)oc2ccccc21,1,-5,6,1,-1,3,-13,0,-3.5,98
COc1cc(N)c(Cl)cc1C(=O)OCC(=O)NCC1CCCO1 (stereo unspecified),0,3,-11,6,2,4,-2,6,-1.4,99
COC(=O)c1c(NC(=O)CC2Sc3ccc(C(F)(F)F)cc3NC2=O)sc(C)c1C (stereo unspecified),3,-1,0,14,9,3,-5,5,-1.1,102
CCOC(=O)C/C(C)=N/NC(=O)Nc1ccccc1,0,1,-10,4,2,-3,-18,-4,-3.9,100
C=CCN1C(=O)C(=Cc2ccc3c(c2)CCC3)SC1=S,-5,2,-16,2,-2,6,-7,-19,-1.1,105
COc1ccc(OC)c(/C=N/NC(=O)CCc2n[nH]c(=O)[nH]c2=O)c1,3,14,8,-1,-10,-3,0,1,1.9,101
O=C1c2cccc(Cl)c2C(=O)N1c1ccccn1,2,10,11,-6,3,-3,-18,-4,0.2,95
CCCN(CCC)c1ncnc2c1cnn2-c1ccc(OC)cc1,-14,1,-6,12,1,-1,nt,-6,4.2,98

# (listing goes on)
SMILES,N-glyco inh,m5-HT2A agonist,ABHD5 PLIN5 PPI,MC4R antagonist,Granule exo inh,PDI inh,CaV13 ICDI inh,H9c2 protect,MC4R barr agon,ABCB6 inh MLPCN
CCCc1cc(-c2nc(N)ncc2-c2csc(C)n2)c(O)cc1OC,-3,4,-6,9,6,2,-4,-1,1.9,106
Cc1ccccc1NC(=O)COC(=O)CNC(=O)c1sc2ccccc2c1Cl,-1,3,-1,25,1,-7,-5,-3,-0.4,98
COc1ccc(C(=O)N/C(=C\c2cccc([N+](=O)[O-])c2)C(=O)Nc2cccc(C(=O)O)c2)cc1,2,2,0,15,5,-4,-2,0,-0.2,104
COc1ccc(NC(=O)c2cc(C3CCCCN3C(=O)c3ccccc3)on2)c(C)c1 (stereo unspecified),0,-9,-9,2,1,-4,-7,4,-1.0,98
Cc1ccc(C(=O)N/N=C/c2cccc(OC(=O)/C=C/c3ccco3)c2)cn1,3,0,0,-3,2,7,-4,16,-0.9,96
COc1ccccc1NC(CC(=O)c1ccccc1)C(=O)OCC(=O)c1ccc(C)c(C)c1 (stereo unspecified),-12,1,5,2,-6,-3,-3,-14,-2.4,92
Fc1ccc(-c2nnc3ccc(N4CCc5ccccc5C4)nn23)cc1,16,-11,7,5,-2,-7,-7,13,-0.5,99
CCC1(CC)C(=O)NC(=O)NC1=Nc1ccccc1,3,-3,4,4,5,-35,-2,5,-0.7,97
Cc1nn(Cc2c(Cl)cccc2Cl)c(C)c1NC(=O)/C=C/c1cnn(C)c1C,-4,-6,0,5,-2,-2,-7,0,-2.5,100
CC(C)CCn1c(CN(C)Cc2ccccc2)nc2c1c(=O)n(C)c(=O)n2C,0,1,3,22,-1,2,-5,27,2.8,91
O=C(CNC(=S)N(Cc1ccccc1)Cc1cccnc1)NCCN1CCOCC1,0,2,-1,10,-7,0,-3,0,1.4,104
N#Cc1ccccc1OCC(=O)NC1CCCCCC1,-6,-7,-1,5,-3,0,-7,16,-1.0,109
NC(=O)c1c(NC(=O)C2CC=CCC2C(=O)O)sc2c1CCCCC2 (stereo unspecified),1,4,-30,4,-1,-3,nt,-2,-0.9,92

# Compounds as they come; about 4.2% have a hit in one of these screens.
